14-3-3g Raf: modulators of 14-3-3 gamma protein binding, primary screen, biochemical, fluorescence polarization; 14-3-3 protein gamma (Homo sapiens), P61981; FP, 14-3-3gamma / TMR-pS259-Raf peptide binding; inhibition, % at 40 µM; hit rate 0.19% among 160,000; in the data active = inhibition above about 30%;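 also: 0% = protein plus tracer without compound and 100% = blank with tracer alone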
Target sequence (P61981 whole entry, looked up): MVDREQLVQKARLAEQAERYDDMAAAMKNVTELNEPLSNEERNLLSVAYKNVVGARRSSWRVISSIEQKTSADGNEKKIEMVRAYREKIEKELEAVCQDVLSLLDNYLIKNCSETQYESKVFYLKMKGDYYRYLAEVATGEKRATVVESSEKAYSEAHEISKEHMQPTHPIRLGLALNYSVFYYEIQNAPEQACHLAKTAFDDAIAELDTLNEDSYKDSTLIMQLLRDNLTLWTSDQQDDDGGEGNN
The depositor's hits bear a star; & = joins results of further samples.

SMILES	14-3-3g Raf
O=[N+]([O-])c1ccc(Cl)cc1NCCOc1ccc(F)cc1	-3
CN(CC(=O)Nc1nccs1)S(=O)(=O)c1cccs1	-9
Cc1cccc(NC(=O)c2ccc3c(c2O)C(=O)c2ccccc2C3=O)c1	-16
COc1ccc(S(=O)(=O)n2nc(OC(=O)c3ccc(C(C)(C)C)cc3)cc2N)cc1	5
O=C(NC1CCCCCCC1)c1cccn2c(=O)c3cc(Br)ccc3nc12	-11
NC(=O)C1CCN(C(=O)CSc2ncccn2)CC1	-3
CC(=O)Nc1sc2c(c1C(=O)Nc1ccccc1C)CCCCC2	3
COc1cc(NC(=O)c2cc(-c3ccc(Cl)cc3)on2)cc(OC)c1OC	-21
COc1cc(-c2nc(Nc3cc(F)ccc3C)c3ccccc3n2)cc(OC)c1OC	5
O=C(Nc1nccs1)c1ccc(COc2ccc(Cl)cc2)o1	-9
Cc1cccc(N2C(=O)CSC2c2ccc(C(C)(C)C)cc2)c1 (stereo not drawn)	4
Cc1ccc(C2CCN(C(=O)Nc3ccccc3)C2)cc1 (stereo not drawn)	-6
O=C(NCCNC(=O)Nc1ccc(Cl)cc1)Nc1ccc(Cl)cc1	-2
CCC(CC)C(=O)N1c2ccccc2CCc2ccccc21	5
COC(=O)c1c(NC(=O)CC2Sc3ccc(C(F)(F)F)cc3NC2=O)sc2c1CCC(C)C2 (stereo not drawn)	1
COc1ccccc1NS(=O)(=O)c1ccc2c(c1)c(=O)n(C)c(=O)n2C	-9
COC(=O)c1cc(Br)c(=O)n(CCN(C(C)C)C(C)C)c1	-2
Cc1c(C(=O)Nc2ccc(I)cc2)sc2ncn(Cc3ccccc3Cl)c(=O)c12	8
N/C(=N\c1nc(=O)c2ccccc2s1)NC(=O)c1cccc(Br)c1	-13
CC1CCCC(NC(=O)c2ccc3c(=O)n(CCc4ccccc4)c(=S)[nH]c3c2)C1C (stereo not drawn)	-6
O=C(CSc1n[nH]c(-c2ccco2)n1)c1ccc(O)c(O)c1	-4
O=C(COC(=O)CCc1nc2ccccc2s1)Nc1ccc(S(=O)(=O)N2CCOCC2)cc1	-1
CC(C)c1ccc(NC(=O)C2C3C=CC4(O3)C2C(=O)N(Cc2cccnc2)C4C(=O)NC2CCCC(C)C2C)cc1 (stereo not drawn)	-1
COc1cccc(N2C(=O)CC(Sc3nnc(C)s3)C2=O)c1 (stereo not drawn)	-17
CC(=O)Nc1ccc2oc(-c3ccccc3Br)nc2c1	-13
Cn1c(=NC(=O)C2COc3ccccc3O2)sc2cc(S(C)(=O)=O)ccc21 (stereo not drawn)	-3
COc1ccc(NC(=O)CCCn2c(=O)c3sccc3n(CC(N)=O)c2=O)cc1	-7
CC1(C)Cc2c(sc3c2c(=N)n(Cc2ccco2)c(=O)n3CC(=O)Nc2ccccc2)CO1	-21
Cc1nn(-c2nc3ccccc3s2)c(N)c1-c1ccc(Cl)cc1	-1
COc1ccc(C=Cc2ncc3ccccn23)cc1	-27
Cc1nn(Cc2ccc(C(=O)Nc3ccc(C(=O)OC(C)C)cc3)o2)c(C)c1Cl	-22
CCOC(=O)c1cnc2ccc(OCC)cc2c1Nc1cccc(Cl)c1C	-12
c1cc(-c2noc(C3CCCCC3)n2)ccn1	-1
Cc1ccc(N2C(=O)CSC2c2cccc(C(F)(F)F)c2)cc1F (stereo not drawn)	-4
C=C(C)CN(CC)c1ccc(N2C(=O)CCCC2=O)cc1[N+](=O)[O-]	-1
COc1ccc(Cl)cc1NC(=O)c1ccc([N+](=O)[O-])cc1Cl	3
CCCCNC(=O)N1CCOCCOCCN(C(=O)NCCCC)CCOCCOCC1	0
O=C(NC1CCN(Cc2ccccc2)CC1)c1cccn2c(=O)c3cc4ccccc4cc3nc12	-9
COc1ccc(OC)c(Nc2c3c(nc4ccccc24)CCC3)c1	-5
CC(=O)N1c2ccc(S(=O)(=O)Nc3ccc(C)c(F)c3)cc2CC1C (stereo not drawn)	-3
O=c1c2ccccc2nc(-c2ccccc2Cl)n1Cc1ccccc1Cl	-2
Cc1ccc(C2C3=C(CCCC3=O)Nc3ccccc3N2C(=O)C(C)C)cc1 (stereo not drawn)	-3
O=C(CNC(=O)c1ccco1)Nc1cc(Cl)ccc1N1CCOCC1	-14
O=C(CSc1ncnc2sc3c(c12)CCCCC3)NCc1ccco1	-13
COc1ccc(NC(=O)CN2CCN(C3c4ccccc4-c4ccccc43)CC2)cc1	-3

In the list so far, these have a furan ring, fused or not:
SMILES	14-3-3g Raf
O=C(Nc1nccs1)c1ccc(COc2ccc(Cl)cc2)o1	-9
O=C(CSc1n[nH]c(-c2ccco2)n1)c1ccc(O)c(O)c1	-4
CC1(C)Cc2c(sc3c2c(=N)n(Cc2ccco2)c(=O)n3CC(=O)Nc2ccccc2)CO1	-21
Cc1nn(Cc2ccc(C(=O)Nc3ccc(C(=O)OC(C)C)cc3)o2)c(C)c1Cl	-22
O=C(CNC(=O)c1ccco1)Nc1cc(Cl)ccc1N1CCOCC1	-14
O=C(CSc1ncnc2sc3c(c12)CCCCC3)NCc1ccco1	-13

Following part.
SMILES	14-3-3g Raf
Cc1ccc(-n2nc3c(c2NC(=O)c2cccc(C(F)(F)F)c2)CSC3)cc1	3
O=C(CSc1ncnc2c1cnn2-c1ccccc1)Nc1ccccc1	-1
O=C(Nc1cccc2c1C(=O)c1ccccc1C2=O)c1ccc(Oc2ccccc2)cc1	-24
O=C(c1cnc2n(c1=O)CCS2)N1CCN(C(c2ccccc2)c2ccc(Cl)cc2)CC1 (stereo not drawn)	3
COC(=O)c1ccc(NC(=O)CN2CCCC2)cc1	-4
Cc1ccc(N2CC(C(=O)N3CCCCC3)CC2=O)cc1 (stereo not drawn)	-6
COc1ccc(N/C(N)=N/c2nc(CSc3ccc(C)cc3)cc(=O)[nH]2)cc1	-4
Cc1ccc(C2NC(=O)c3c(sc4c3CCN(C)C4)N2)o1 (stereo not drawn)	-10
Clc1ccc(Cn2nnc(-c3ccc(CN4CCOCC4)cc3)n2)cc1	3
O=C(Nc1ccccc1-c1nc2ccccc2o1)c1ccc(N2C(=O)CCC2=O)cc1	-14
O=C(CC1SC2=NCCN2C1=O)Nc1ccccc1 (stereo not drawn)	-2&-53
CCc1ccc(C(=O)NC2CCCCC2)s1	-4
O=S(=O)(NC1CCCCC1)c1ccc(Oc2ccc(S(=O)(=O)NC3CCCCC3)cc2)cc1	-53
COc1ccccc1NC(=O)C1=C(C)NC2=C(C(=O)CC(c3ccc(OC)c(OC)c3)C2)C1c1cccc(C(F)(F)F)c1 (stereo not drawn)	1
Cc1ccccc1S(=O)(=O)Cc1ccc(C(=O)N2CC(C)CC(C)C2)o1 (stereo not drawn)	7
CC(C)NC(=O)N(O)C1N(Cc2ccc3c(c2)OCO3)C(=S)SC1(C)C (stereo not drawn)	-3
CS(=O)(=O)N1CCCC(C(=O)NCc2ccco2)C1 (stereo not drawn)	-6
C=CCn1c(SCC(=O)Nc2ccc(C)cc2)nnc1-c1cccs1	-4
CCOC(=O)c1ccc(CNC(=O)c2cc3cccc(OC)c3oc2=O)o1	1
CN(C)c1ccc(NC(=O)CSc2nc3ccccc3c(=O)n2Cc2ccccc2)cc1	-4
Cc1csc2nc(CSc3nc4ccccc4[nH]3)cn12	1
CC(C)CNC(=O)c1cccc(NC(=O)c2ccc(NC(=O)c3ccco3)cc2)c1	-12
COc1cccc(-n2nnnc2SCC(=O)c2ccc(NC(C)=O)cc2)c1	5
Cc1cccc(-n2c(C)nc3cc(C(=O)NCCc4ccccc4)ccc32)c1	-8
CC(=O)Nc1ccc(Cl)c(C(N)=O)c1	-3
COc1ccc(Cl)cc1NC(=O)c1cc(-c2ccccc2OC)on1	-12
COc1ccc(CCNC(=O)Nc2ccccc2Cl)cc1OC	-3
Cc1noc(C)c1S(=O)(=O)N(CC(=O)N1CCc2ccccc21)c1ccc(C(C)C)cc1	-3
CCN(CC)CC(=O)N1c2ccccc2Sc2ccc(Cl)cc21	-3
COc1ccc(Br)cc1S(=O)(=O)N(CC(=O)N1CCOCC1)c1ccccc1	4
COc1ccc(S(=O)(=O)Nc2cccc(C(=O)O)c2)cc1C(=O)NC1CCCCC1	-3
COCC(=O)Nc1sc2c(c1C(=O)OC)CCCC2	-9
CCCCn1c(CNC(=O)CC)nc2ccccc21	-2&1
COc1ccc(Br)cc1C1SCC(=O)N1c1ccc(C)c(Cl)c1 (stereo not drawn)	-6
CN1CCN(C2=Nc3ccccc3Oc3ccc(Cl)cc32)CC1	-1&-9
N#CCc1ccc(NC(=O)Nc2cccc(Cl)c2)cc1	-10
CCOc1ccc(N2C(=O)C3C(c4ccc(OC)c(OC)c4)NN(C(=O)c4cccc(Br)c4)C3C2=O)cc1 (stereo not drawn)	-5
CCOc1ccc(C(=O)Nc2ccc3nn(-c4ccccc4)nc3c2)cc1Cl	-2
O=C(CN1C(=O)CSc2ccccc21)NCCC1=CCCCC1	0&2
CCC(C(=O)Nc1c(-c2ccc(OC)cc2)nc2cc(C)ccn12)c1ccccc1 (stereo not drawn)	-91
COc1cc(CNCc2ccc(Br)cc2)cc(OC)c1OC	-4
O/N=C1\CC/C(=N\O)c2nn(-c3ccccc3Cl)nc21	0
c1ccc(-c2cc3c(nn2)CCc2nonc2-3)cc1	5
CCOC(=O)C1C(c2cccc(Oc3ccccc3)c2)NC(=S)NC1(O)C(F)(F)F (stereo not drawn)	-2
O=C(CCSc1ccccc1)N1CCOCC1	-6
COc1ccc(CC(NC(C)=O)C(=O)N2CCN(C(=O)Nc3ccc(Cl)cc3)CC2)cc1OC (stereo not drawn)	1
CCOc1ccccc1N(CC(=O)OC)S(C)(=O)=O	-6
COc1ccc(CN(CC(=O)NCC2CCCO2)C(=O)CNS(=O)(=O)c2ccc(C)cc2)cc1 (stereo not drawn)	-6
NC(=O)Cn1c2ccc([N+](=O)[O-])cc2c2cc([N+](=O)[O-])ccc21	-22
O=C(c1ccc(Cl)cc1)n1nnc2ccccc21	-7
COc1ccc(N2CC(C(=O)O)CC2=O)cc1Cl (stereo not drawn)	-6
Cc1ccc(-n2ncc3c(=O)[nH]c(SCC(=O)Nc4cccc(C)c4C)nc32)cc1	8
O=C(Nc1ccc2nc(SCC(=O)N3CCOCC3)sc2c1)c1ccccc1Br	-9
Cn1c(/C(C#N)=C/C2CC=CCC2)nc2ccccc21 (stereo not drawn)	4
N#CC12c3ccccc3C(c3ccccc31)C1C(=O)N(Cc3ccccc3)C(=O)C12 (stereo not drawn)	-1
CCc1c(C)sc(NC(=O)C2c3ccccc3Oc3ccccc32)c1C(=O)OC(C)C	-13
O=C(NCc1ccco1)c1cc(Sc2ccc(Cl)cc2)nc2ccccc12	-10
COc1cccc2c1OC(=O)C1C3CC(C4Sc5[nH]c(=O)sc5C2C34)C1C(=O)O (stereo not drawn)	14
Nc1ccc2oc(-c3ccccc3F)nc2c1	-16
CCOC(=O)c1ccc2c(c1)sc(=NC(=O)c1ccc(S(=O)(=O)N3CCOCC3)cc1)n2C	-2

The results go on.
SMILES	14-3-3g Raf
CCCCNc1nc2c(c(=O)[nH]c(=O)n2C)n1Cc1cccc(C)c1	-3
CCOC(=O)N1CCN(c2ncnc3c2oc2nc(CC(C)C)c4c(c23)CCC4)CC1	-1
CCc1ccc(Nc2ncc3c(n2)CC(c2ccco2)CC3=O)cc1 (stereo not drawn)	1
COc1ccc(N2CCN(C(=O)c3sc4nc(-c5ccc(F)cc5)cn4c3C)CC2)cc1	4
CC1CCN(c2nc3c(c(=O)n(C)c(=O)n3C)n2CCSc2nc3ccccc3s2)CC1	-9
CCCN(CCC)C(=O)c1c[nH]c2ccc(S(=O)(=O)N(C)c3ccc(C)c(C)c3)cc2c1=O	-3
CCC1Oc2ccccc2N(CC(=O)NCCN2CCC(Cc3ccccc3)CC2)C1=O (stereo not drawn)	-7
Cc1nnc(SCC(=O)N2c3ccccc3C(C)(c3ccc(Cl)cc3)CC2(C)C)s1 (stereo not drawn)	-3
CCCCNC(=O)c1cc(Nc2ccc(C)cc2C)nc2ccccc12	20
O=S(=O)(Nc1ccc2c(c1)OCCO2)c1cccc2cccnc12	-3
Cc1nc2c(C(=O)O)cnn2c(C)c1Cc1ccccc1F	-1&0
CCOC(=O)N1CCN(C(=O)C2CC(=O)N(Cc3ccc(OC)cc3)C2)CC1 (stereo not drawn)	-3
Cc1cc(-c2ccccc2)c(C#N)c(SCC(N)=O)n1	-6
CCOc1ccc(N2CC(O)Cn3c2nc2c3c(=O)n(CCCc3ccccc3)c(=O)n2C)cc1 (stereo not drawn)	-5
COc1ccc(-n2nc(C(=O)Nc3nc4ccccc4s3)c3ccccc3c2=O)cc1	2

The final 3 compounds of the section above lead into the next.
SMILES	14-3-3g Raf
Cc1cc(-c2ccccc2)c(C#N)c(SCC(N)=O)n1	-6
CCOc1ccc(N2CC(O)Cn3c2nc2c3c(=O)n(CCCc3ccccc3)c(=O)n2C)cc1 (stereo not drawn)	-5
COc1ccc(-n2nc(C(=O)Nc3nc4ccccc4s3)c3ccccc3c2=O)cc1	2
CSc1nc2c(cnn2-c2ccc(Cl)cc2)c(=O)[nH]1	18
O=C(Nc1nc2ccc3ccccc3c2s1)c1cccc(C(F)(F)F)c1	-3
CCCCCNC(=O)C1CCC(Cn2c(=O)[nH]c3ccccc3c2=O)CC1 (stereo not drawn)	-1
CCc1cccc(C)c1NC(=O)COC(=O)C1CC(=O)N(c2ccc(OC)cc2)C1 (stereo not drawn)	-5
O=C(NCCSc1c[nH]c2ccccc12)c1ccccc1F	6
COc1ccccc1NC(=O)C1=NN(c2ccccc2)C(=O)CC1	-2
O=S(=O)(Nc1nc2ccccc2nc1Nc1ccccc1Br)c1ccccc1	-3
COc1ccccc1NS(=O)(=O)c1ccc2oc(SC3CCOC3=O)nc2c1 (stereo not drawn)	-29

Reformatted in markdown: seven of the compounds above
| SMILES | 14-3-3g Raf |
| --- | --- |
| O=C(Nc1nc2ccc3ccccc3c2s1)c1cccc(C(F)(F)F)c1 | -3 |
| CCCCCNC(=O)C1CCC(Cn2c(=O)[nH]c3ccccc3c2=O)CC1 (stereo not drawn) | -1 |
| CCc1cccc(C)c1NC(=O)COC(=O)C1CC(=O)N(c2ccc(OC)cc2)C1 (stereo not drawn) | -5 |
| O=C(NCCSc1c[nH]c2ccccc12)c1ccccc1F | 6 |
| COc1ccccc1NC(=O)C1=NN(c2ccccc2)C(=O)CC1 | -2 |
| O=S(=O)(Nc1nc2ccccc2nc1Nc1ccccc1Br)c1ccccc1 | -3 |
| COc1ccccc1NS(=O)(=O)c1ccc2oc(SC3CCOC3=O)nc2c1 (stereo not drawn) | -29 |

Compound activity deposited in PubChem by Emory University Molecular Libraries Screening Center.

A portion of the library (hit frequency here may not be typical).
